High-throughput results deposited in PubChem BioAssay by National Center for Advancing Translational Sciences (NCATS).
TRHR ag: TRH receptor (human) agonism. P34981. TRHR cells, calcium flux fluo-8, FDSS agonist mode. activation, % at 2 µM. 0.18% of 360,000 active. AID 493084; note: 0% is about no effect
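Read-out: compound-evoked intracellular calcium rise in TRHR cells, fluo-8 dye, kinetic FDSS fluorescence at 1 s/cycle following a 10-cycle baseline. Cells cultured overnight before dye loading (30 min–1.5 h, RT).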
D2 ag: agonists of human D2 dopamine receptor; 0.53% of 340,000 active; P14416; activation, % at 2 µM; HEK293 T-REx D2 cells, calcium flux agonist mode;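 active = activation over 3 SD above normal in the single-dose calcium agonist read, cut at about 30% in these data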; note: 0% is about no effect
Target sequence (P14416 whole entry, looked up): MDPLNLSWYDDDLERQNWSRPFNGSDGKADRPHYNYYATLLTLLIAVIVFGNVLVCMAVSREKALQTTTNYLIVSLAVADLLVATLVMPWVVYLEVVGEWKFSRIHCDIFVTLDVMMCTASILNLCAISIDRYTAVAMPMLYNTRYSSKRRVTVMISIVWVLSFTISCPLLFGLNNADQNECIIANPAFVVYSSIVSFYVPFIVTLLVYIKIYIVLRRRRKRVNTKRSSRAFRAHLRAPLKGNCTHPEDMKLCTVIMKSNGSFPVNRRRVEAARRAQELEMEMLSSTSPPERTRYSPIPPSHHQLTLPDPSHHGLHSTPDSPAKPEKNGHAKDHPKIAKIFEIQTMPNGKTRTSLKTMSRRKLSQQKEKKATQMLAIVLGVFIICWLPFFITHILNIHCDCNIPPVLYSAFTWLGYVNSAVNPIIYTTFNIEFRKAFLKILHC
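In this primary screen, compounds producing a positive calcium signal within 180 s of addition to tetracycline-induced, force-coupled HEK293 Trex D2 cells are flagged; cells are dye-loaded with a no-wash calcium kit beforehand.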
D1 antag: antagonists of human D1 dopamine receptor; P21728; 3.2% of 360,000 active; HEK293 TREx D1 cells, calcium flux, dopamine EC80; active compounds read low; activity change, negative = inhibition, % at 10 µM; AID 504652; in the data active = activity change below about -30%; note: % is set by controls: 0 for no effect and ±100 for the full control effect
Target sequence (P21728 whole entry, looked up): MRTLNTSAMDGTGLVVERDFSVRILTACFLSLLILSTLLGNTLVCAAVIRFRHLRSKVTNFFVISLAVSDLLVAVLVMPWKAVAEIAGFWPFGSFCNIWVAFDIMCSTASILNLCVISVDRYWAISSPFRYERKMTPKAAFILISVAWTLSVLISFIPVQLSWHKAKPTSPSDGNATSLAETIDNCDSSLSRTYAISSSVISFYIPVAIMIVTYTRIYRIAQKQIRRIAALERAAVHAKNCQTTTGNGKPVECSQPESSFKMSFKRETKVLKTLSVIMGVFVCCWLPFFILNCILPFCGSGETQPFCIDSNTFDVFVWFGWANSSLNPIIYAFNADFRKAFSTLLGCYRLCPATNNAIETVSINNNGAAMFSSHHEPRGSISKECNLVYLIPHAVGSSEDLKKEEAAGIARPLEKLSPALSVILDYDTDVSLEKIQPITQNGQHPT
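Compound effects on dopamine-evoked calcium signalling were measured in tetracycline-induced HEK293 Trex D1 cells. Dopamine at EC80 followed a 180 s compound pre-read, and fluorescence was tracked kinetically for 180 s more.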
D2 potentiator: positively modulates the human D2 dopamine receptor allosterically | AID 485347 | 0.34% of 340,000 active | potentiation, % at 10 µM | P14416 | HEK293 T-REx D2, calcium flux, EC20 dopamine potentiation;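 active = potentiation over 3 SD above the plate norm, cut at about 30% in these data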; note: 0% is about no effect
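Using a no-wash calcium dye in inducible, force-coupled HEK293 Trex cells expressing D2, we tracked fluorescence each second for 180 s after compound, then for 180 s after EC20 dopamine to detect augmented signalling.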
D1 ag: human D1 receptor agonism | 1% of 360,000 active | HEK293 T-REx D1 cells, calcium flux, agonist mode | activation, % at 2 µM | P21728; note: 0% is about no effect
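Inducible HEK293 T-REx D1 cells, force-coupled to calcium signalling, were plated at 4000 cells/well with tetracycline and held overnight at 30 C. After no-wash calcium dye loading, compound-evoked calcium rise over 180 s flagged agonists.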
D1 potentiator: human D1 dopamine receptor positive modulation | AID 504651 | 0.036% of 360,000 active | potentiation, % at 10 µM | HEK293 TREx D1 cells, calcium flux, dopamine EC20 potentiation | P21728; in the data active = potentiation above about 30%; note: 0% is about no effect
D2 antagonist: antagonizes the human D2 dopamine receptor; P14416; HEK293 TREx D2 cells, calcium flux, dopamine EC80; inhibition, % at 10 µM; 2% of 340,000 active; in the data active = inhibition above about 30%; note: 0% is about no effect
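Overnight-induced (tetracycline, 30 C) HEK293 T-REx cells carrying force-coupled D2 receive a no-wash calcium dye, then compound, then EC80 dopamine at 180 s; signals are read kinetically throughout.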
TRHR PAM: allosterically enhances the human TRH receptor. 0.66% of 360,000 active. enhancement, % at 2 µM. TRHR cells, fluo-8 calcium fluorescence, EC20 TRH enhancement. P34981; in the data active = enhancement above about 30%; note: 0% is about no effect
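Enhancer read-out: after compound pinning and an initial kinetic agonist-mode read, an EC20 of TRH (10 nM final) was injected and fluo-8 calcium signal (Ex 480/Em 530) followed at 1 s/cycle for 100 cycles in TRHR-expressing cells.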
RXFP1 antag: antagonists of human relaxin receptor RXFP1 | Q9HBX9 | HEK293-RXFP1, relaxin-stimulated cAMP HTRF, 30 min; active compounds read low | activity change, negative = inhibition, % at 57.5 µM | 0.59% of 350,000 active;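 active = activity change of -60% or lower, but not beyond a set lower limit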; note: % is set by controls: 0 for no effect and ±100 for the full control effect
Active calls of the source: *; x = no result given; & = joins results of further samples. Cut-off read from the data, not from the text of the source, unless noted: active = activation above about 30%; inactive = the rest.

SMILES	TRHR ag	D2 ag	D1 antag	D2 potentiator	D1 ag	D1 potentiator	D2 antagonist	TRHR PAM	RXFP1 antag
COc1ccc(S(=O)(=O)N2CCC(C(=O)NCCC(=O)NCc3cccc(OC)c3)CC2)cc1	-0.4	0.2	8	8	1	-6	-1	1	9
Cc1nc(NC(=O)COc2ccccc2)sc1C(=O)Nc1ccccc1	-1.8	-1.0	-5	-1	4	-2	0	-2	2
O=C(NCCSc1ccccc1)c1cccnc1	0.3	-1.6	-12	-8	3	-2	-17	-1	-6
CCCOc1ccccc1NC(=O)c1ccc(N)cc1	-0.3	-0.9	-13	5	1	1	-16	-7	-9
CC1(C)CC(=O)C2=C(C1)N=C1SCCC(=O)N1C2c1ccccc1 (stereo unspecified)	-0.2	x	8	x	1	6	x	13	-4
COc1ccc(CSC(=N)N)cc1[N+](=O)[O-]	0.7	0.1	3	-10	3	4	27	6	3
CCCCOc1ccc(C(=O)NNC(=O)C2C3C=CC(C3)C2C(=O)O)cc1 (stereo unspecified)	-0.5	-0.2	-82*	-6	2	-6	14	-3	-4
Cc1ccc(-c2nc3ccccc3[nH]2)cc1NC(=O)COc1cccc(C)c1C	-1.5	x	0	-14	2	-3	x	0	x
CCN(Cc1ccccc1)C(=O)CC1Oc2ccccc2NC1=O (stereo unspecified)	-0.2	0.6	-2	17	-1	x	-8	-16	x
CCSC1=NCCN1S(=O)(=O)c1ccc(NC(C)=O)cc1	0.9	0.7	-8	-6	-2	-3	-1	-4	11
O=C(NCCc1ccccc1)C1CCC(=O)N(Cc2cccc(C(F)(F)F)c2)C1 (stereo unspecified)	-0.8	-0.3	4	-1	0	-1	-4	2	-9
CC1(C)CC(NC(=O)CC2CCCCC2)CC(C)(C)N1	1.9	1.0	-9	-7	0	-4	14	5	-2
Cc1ccc(OCCC(=O)Nc2ccc(C)c(F)c2)cc1	-0.8	x	-16	x	3	-1	x	-3	-7
Cn1c(-c2ccc(C=O)s2)nc2ccccc21	-0.8	0.7	1	8	0	4	-8	6	3
CCN(C(=O)C1CCN(c2nc(-c3ccc(OC)cc3)no2)CC1)c1ccccc1	-0.3	-0.5	-14	8	2	-10	-6	0	3
COc1ccc(-n2cnnc2SCC(=O)N(C)C2CCS(=O)(=O)C2)cc1 (stereo unspecified)	0.1	0.5	3	18	1	-4	-7	11	6
O=C(CSc1nnc(-c2ccc(Cl)cc2)o1)Nc1ccc(F)cc1	0.4	0.5	-12	-14	3	1	x	-3	-4
Cc1ccc(S(=O)(=O)N/N=C\c2cc3c(cc2Br)OCO3)cc1	-1.0	x	-8	x	9	-3	x	6	3
Cc1ccsc1C(=O)OCC(=O)Nc1sccc1C(N)=O	-0.9	-0.6	-10	1	2	-8	-4	-2	-7
CN(C(=O)Nc1ccccc1)C1CCCCC1	-0.9	-0.5	0	-6	3	-11	-1	0	3
CN(C)c1cc(-c2ccccc2)nc(-c2ccccc2)n1	-0.1	0.1	4	7	6	-16	21	-3	-4
CC1CCc2nn(CC(=O)NCc3ccco3)cc2C1 (stereo unspecified)	0.1	2.9	-18	1	0	-4	-1	0	-3
N/C(=N/S(=O)(=O)c1ccccc1)c1cccc([N+](=O)[O-])c1	0.0	0.4	-7	-5	9	-6	0	10	6
COc1ccc(OCc2nnc(SC(C)C(=O)Nc3nccs3)n2-c2ccccc2)cc1 (stereo unspecified)	0.2	-0.4	-19	10	4	0	18	8	-4
CCOC(=O)c1sc2ncnc(N3CCN(C)CC3)c2c1C	-0.4	0.3	-2	-7	1	2	2	-6	1
Carrying on.
SMILES	TRHR ag	D2 ag	D1 antag	D2 potentiator	D1 ag	D1 potentiator	D2 antagonist	TRHR PAM	RXFP1 antag
Cc1ccc(OC(C)C(=O)N(C)Cc2ccccc2)c([N+](=O)[O-])n1 (stereo unspecified)	1.8	0.8	17	-10	1	-15	4	39*	1
CC(NC(=O)/C=C/c1ccc(Br)cc1)c1ccc(Cl)cc1 (stereo unspecified)	-1.6	-0.6	-7	-26	10	-1	-7	1	-16
N#Cc1ccc(C(=O)Nc2ccc3c(c2)N(C2CCCC2)C(=O)c2ccccc2S3)cc1	1.5	0.1	3	5	7	-2	x	5	-25
CS(=O)(=O)N(CC(=O)NCCSCc1ccccc1)c1ccc2c(c1)OCO2	-0.7	x	-5	x	2	-1	x	-2	0
Cc1ccc(C(=O)OCC(=O)Nc2c(C)n(C)n(-c3ccccc3)c2=O)cc1[N+](=O)[O-]	-0.3	2.0	-1	21	2	0	-13	2	7
Cc1c(Cl)c(C(=O)NNC(=S)Nc2ccccc2)nn1C	0.2	-0.2	x	14	0	2	9	0	-14
O=S(=O)(Nc1ncnc2sc3c(c12)CCC3)c1ccc(Cl)s1	0.4	0.0	5	14	6	0	9	13	3
CCOc1ccc(C2N(c3cc(Cl)ccc3OC)C(=O)C3CCCN32)cc1OC (stereo unspecified)	-0.1	2.0	1	1	3	1	9	-2	-9
O=C(NCc1nnc2c(C(F)(F)F)cc(Cl)cn12)c1cccs1	0.6	2.1	12	4	0	-1	-3	-12	18
Cc1cccc(C(=O)N2CCCN(C(=O)c3cccc(C)c3)CC2)c1	-0.5	0.1	-3	4	-1	1	0	0	-4
Cc1ccc2occ(CC(=O)Nc3nnc(C(C)C)s3)c2c1	-0.2	-1.3	2	-3	-1	-2	x	3	-15
O=S(=O)(c1ccccc1)c1nc(Cc2ccccc2)oc1N1CCOCC1	0.1	0.1	-1	-23	-1	9	9	-1	-1
Nc1nc(-c2ccco2)nn1S(=O)(=O)c1ccc(Cl)cc1	1.3	0.0	-13	0	3	-4	6	3	-4
CCc1nnc(NC(=O)CCC(=O)Nc2ccc(Cl)cc2)s1	0.1	0.0	-16	-3	4	-6	24	-2	3
CC(=O)C1=C(O)C(=O)N(c2ccc(O)cc2)C1c1ccc(F)cc1 (stereo unspecified)	-0.3	0.6	-9	-3	1	0	9	-1	4
CCn1c(COc2ccccc2C)nnc1SCC(=O)CC(=O)Nc1ccccc1OC	-0.2	x	-1	x	0	-3	x	0	-14
O=C(Nc1cc(=O)[nH]c(=O)[nH]1)c1cc(Cl)ccc1Cl	1.8	x	7	x	1	-3	x	-2	1
O=C(c1ccccc1Cl)N(Cc1ccc(Br)cc1)N1C(=O)CCCC1=O	-0.4	-0.2	0	0	7	-1	-2	4	3
COc1ccc(NC(=O)COc2ccc(C(=O)OCC(=O)N(C)C3CCS(=O)(=O)C3)cc2OC)cc1 (stereo unspecified)	1.5	0.6	10	7	3	-3	11	-11	7
COc1cc(NC(=O)c2onc(C)c2Cl)c(OC)cc1Cl	-0.8	-0.2	-7	-5	0	1	-18	3	x
CCOC(=O)C1CCCN(C(=O)c2cccc(S(=O)(=O)N(C)c3c(C)n(C)n(-c4ccccc4)c3=O)c2)C1 (stereo unspecified)	-0.5	1.2	-17	-14	1	-13	-6	-4	1
Cc1ccccc1NC(=O)Cn1c(=O)n(Cc2ccccc2)c(=O)c2c(C)c(C)sc21	-1.5&0.5	-0.3&0.3	-3&-4	-3&-4	9&6	-1&-4	-1	7&-6	-3&-3
Cc1ccc(NC(=O)CSc2nnc(-c3cnccn3)n2-c2ccccc2)cc1	-0.2	0.2	-10	0	1	-3	0	1	-11
CC(C)Cn1c(=O)c2sccc2n2c(CCCC(=O)N3CCN(c4ccc(F)cc4)CC3)nnc12	-0.5	0.8	5	-2	5	1	x	1	-7
CC(C)N1CCC(N2CCN(Cc3cccc4nonc34)CC2CCO)CC1 (stereo unspecified)	0.2	0.4	1	7	0	5	16	3	0
Further structures follow:
SMILES	TRHR ag	D2 ag	D1 antag	D2 potentiator	D1 ag	D1 potentiator	D2 antagonist	TRHR PAM	RXFP1 antag
O=C1C2CCCN2C(=O)N1CCN1CCN(CCO)CC1 (stereo unspecified)	-0.2	-1.1	-13	5	2	-5	8	-3	5
Cc1nn(C)cc1C(C)NC(=O)c1cc(COc2ccc(F)c(F)c2)on1 (stereo unspecified)	-0.1	0.2	7	-3	1	-5	4	3	1
CN(C1CCCCC1)S(=O)(=O)c1ccc(S(=O)(=O)N2CCCC2)cc1	-1.4	-5.0	-24	x	6	-2	-6	-5	-3
Cc1cc(NC(=O)CN2C(=O)NC(CCc3ccccc3)C2=O)no1 (stereo unspecified)	0.3	-0.3	-2	x	0	0	-4	-3	-3
COCCN(Cc1ccccc1)C(=O)C1CCN(S(=O)(=O)c2ccc(OC)c(OC)c2)CC1	0.9	0.2	8	-2	0	-3	-5	-2	-15
Cc1cc2nnc(SC3CCOC3=O)n2c2ccccc12 (stereo unspecified)	-0.1	-0.6	-7	-4	0	-2	1	-4	5
O=C1Nc2ccccc2O/C1=C\c1ccccc1Br	2.4	x	-2	x	2	2	x	-4	2
CCn1c(SCC(=O)Nc2nccs2)nnc1-c1ccncc1	1.2	0.2	-3	-1	2	-2	11	1	-2
O=C(O)CCCC(=O)N1N=C(c2ccccc2)CC1c1cccs1 (stereo unspecified)	-3.6	-5.5	18	10	1	-7	-7	1	-7
COc1cccc(-c2ccc(NC(=O)C3CCCN(Cc4cnc(N(C)C)s4)C3)cc2)c1 (stereo unspecified)	0.5	-0.3	30	-3	6	4	-18	11	1
CCC(=O)/C=C1/Sc2ccc(OC)cc2N1CCO	-2.0	-0.7	1	17	0	-4	-5	28	-27
CC(C)CCNC(=O)C1CCCCN1S(=O)(=O)c1ccc(F)cc1 (stereo unspecified)	-0.6	0.0	4	7	0	-6	-14	-6	8
O=C(O)Cc1ccc(NS(=O)(=O)c2c(Cl)cccc2Cl)cc1	-0.1	-1.5	5	0	2	7	6	-1	4
CCn1c(N2CCN(S(=O)(=O)c3ccc(F)cc3)CC2)nc2ccccc21	-0.8	4.6	1	-1	9	-1	-4	-13	13

In the list so far, 8 contain a thiophene ring, fused or not:
SMILES	TRHR ag	D2 ag	D1 antag	D2 potentiator	D1 ag	D1 potentiator	D2 antagonist	TRHR PAM	RXFP1 antag
Cn1c(-c2ccc(C=O)s2)nc2ccccc21	-0.8	0.7	1	8	0	4	-8	6	3
Cc1ccsc1C(=O)OCC(=O)Nc1sccc1C(N)=O	-0.9	-0.6	-10	1	2	-8	-4	-2	-7
CCOC(=O)c1sc2ncnc(N3CCN(C)CC3)c2c1C	-0.4	0.3	-2	-7	1	2	2	-6	1
O=S(=O)(Nc1ncnc2sc3c(c12)CCC3)c1ccc(Cl)s1	0.4	0.0	5	14	6	0	9	13	3
O=C(NCc1nnc2c(C(F)(F)F)cc(Cl)cn12)c1cccs1	0.6	2.1	12	4	0	-1	-3	-12	18
Cc1ccccc1NC(=O)Cn1c(=O)n(Cc2ccccc2)c(=O)c2c(C)c(C)sc21	-1.5&0.5	-0.3&0.3	-3&-4	-3&-4	9&6	-1&-4	-1	7&-6	-3&-3
CC(C)Cn1c(=O)c2sccc2n2c(CCCC(=O)N3CCN(c4ccc(F)cc4)CC3)nnc12	-0.5	0.8	5	-2	5	1	x	1	-7
O=C(O)CCCC(=O)N1N=C(c2ccccc2)CC1c1cccs1 (stereo unspecified)	-3.6	-5.5	18	10	1	-7	-7	1	-7
